Screens as filed in PubChem.
Hsp90 Hop PPI: qHTS Assay for Disrupters of an Hsp90 Co-Chaperone Interaction | AlphaScreen TPR2A-His6 binding biotin-Hsp90 C-terminal peptide | Potency, µM (doses to about 57 µM), for the others: at the highest dose activity change, negative = inhibition | hit rate 0.44% among 71,000 | AID 595, 2007; active means well fitted curve in either direction with a large enough effect; inconclusive means small, poorly fitted or top-dose-only effect, or another doubt; further: potency means the concentration at half of the fitted maximal effect; on the % scale 0 is the no-effect control and ±100 the full control effect; many of its hits are not listed in these tables
ERK AVP inh: qHTS Assay for Inhibitors of the ERK Signaling Pathway using a Homogeneous Screening Assay; HEK293-V1b, vasopressin-stimulated pERK AlphaScreen; Potency, µM (titrated, usually from 57.5 µM), for inactives: at the highest dose activity, negative = inhibition, usual class: inhibitors; hit rate 0.99% among 72,000; AID 995, 2007; further: potency means the concentration at half of the fitted maximal effect; on the % scale 0 is the no-effect control and ±100 the full control effect; nearly all actives have a fitted effect of over 55% in size
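HEK293 cells stably expressing V1b receptor, seeded overnight in 1% FBS, were treated with compounds for 30 min at 37C, then stimulated 5 min with 25 nM vasopressin; phospho-ERK read by AlphaScreen SureFire after lysis.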
CRE Fsk mod: Cell signaling CRE-BLA (Fsk stim). AID 662, 2007. Potency, µM (top dose mostly 38.2 µM), inactives show at the top dose activity change, negative = inhibition, usual class: activators. hit rate 2.5% among 71,000. CHO CRE-bla reporter (cAMP response element driving beta-lactamase), forskolin EC10, beta-lactamase ratio; active means well fitted activation curve with a large enough effect in the signal ratio, with a control signal flat, not every such curve was filed as active; inconclusive means small, poorly fitted or top-dose-only effect, or effect the other way, or a change in a side signal; the % refers to the signal ratio; further: potency means the concentration at half of the fitted maximal effect; % of control where 0% means no effect
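The 460nm/530nm emission ratio after CCF4 loading defined %Activity, from which AC50 values were obtained. CRE-bla CHO cells received compound dilution series together with an EC10 level of NKH 477 for 3 hours at 37 degrees Celsius.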
A350 fluor: qHTS Assay for Spectroscopic Profiling in A350 Spectral Region | Compound autofluorescence, 340/450 nm, Alexa 350 dye-equivalents; hits give high values | max dye-equivalent concentration, M | AID 590, 2007 | hit rate 11% among 59,000; in the data active means max dye-equivalent concentration above about 10 nM; inconclusive means mostly about 1.1 nM to 9.6 nM
Fluorescein fluor: qHTS Assay for Spectroscopic Profiling in Fluorescein Spectral Region; Compound autofluorescence, 480/540 nm, fluorescein-equivalent; hits give high values; max fluorescein-equivalent concentration, M; hit rate 0.91% among 59,000; AID 593, 2007; in the data active means max fluorescein-equivalent concentration above about 10 nM; inconclusive means between about 1.1 nM and that limit
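Fluorescein stocks ranging 3 mM down to 300 nM, plus DMSO blanks, were pinned alongside compounds to build a per-plate standard curve. Buffer: 100 mM Tris, pH 8.0. Incubation 15 min, room temperature; filters 480/540 nm.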
4-MU autofl: qHTS Assay for Spectroscopic Profiling in 4-MU Spectral Region | compound autofluorescence, 340/450 nm, 4-MU equivalents; hits give high values | max dye-equivalent concentration, M | hit rate 11% among 59,000 | AID 589, 2007; in the data active means max dye-equivalent concentration above about 10 nM; inconclusive means mostly about 1.1 nM to 9.6 nM
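Compounds in 100 mM Tris, pH 8.0, sat 15 min at room temperature before fluorescence was read at 340 nm excitation/450 nm emission; a per-plate six-point 4-MU standard curve converted signals to dye-equivalent concentration at each compound concentration.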
UbGFP stabilizer: Ubiquitin-GFP Assay; Ubiquitin-GFP reporter cells, proteasome inhibition, GFP fluorescence; response scale: untreated = 0%, 10 µM MG-132 = 100%; Potency, µM (series often up to 45.9 µM), for the others: top-dose activation (GFP accumulation), hits mostly activators; 67,000 tested, under 10 active; active means well fitted activation curve with a large enough effect, not every such curve was filed as active; inconclusive means small, poorly fitted or top-dose-only effect, or another doubt; inactive means no such curve, though single readings can be large or run the other way; further: potency means the concentration at half of the fitted maximal effect
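Proteasome blockade was scored as a rise in GFP-expressing U2OS cells carrying a ubiquitin(G76V)-GFP construct, imaged after 4 hr compound treatment at 37 °C across a 46 uM–2.9 nM series.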
Texas Red fluor: qHTS Assay for Spectroscopic Profiling in Texas Red Spectral Region | Compound fluorescence, Texas Red channel, 547/618 nm; hits give high values | max dye-equivalent concentration, M | hit rate 0.06% among 59,000; in the data active means max dye-equivalent concentration above about 10 nM; inconclusive means between about 1.1 nM and that limit
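Fluorescence at ex 547/em 618 nm, normalized against an on-plate Texas Red standard series to give dye-equivalent concentration per compound concentration. Buffer 100 mM Tris, pH 8.0; 15 min RT incubation before CCD imaging.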
Epigenetic mod: qHTS Assay for Epigenetic Modulators. mouse C127i GFP locus derepression, cytometry, 30 h. hit rate 0.09% among 68,000. Potency, µM (highest dose often 46.1 µM), for inactives: top-dose GFP derepression (activation). AID 597, 2007; further: % of control where 0% means no effect
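Read-out is the number of GFP-positive cells, scored as fluorescent objects 20 to 120 um wide, reflecting derepression of a silenced CMV-GFP reporter in murine C127i cells after 30 h compound exposure at 37 C.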
FLuc inh: qHTS Assay for Inhibitors of Firefly Luciferase; Potency, µM (highest dose often 57.1 µM), for the others: at the highest dose activity change, negative = inhibition, usual class: inhibitors; Luciferin 4-monooxygenase (Photinus pyralis), P08659; AID 411, 2009; hit rate 2.2% among 72,000; purified firefly luciferase, luminescence, 8 min; further: potency means the concentration at half of the fitted maximal effect; on the % scale 0 is the no-effect control and ±100 the full control effect; nearly all actives have a fitted effect of over 40% in size
Target sequence (P08659 whole entry, looked up): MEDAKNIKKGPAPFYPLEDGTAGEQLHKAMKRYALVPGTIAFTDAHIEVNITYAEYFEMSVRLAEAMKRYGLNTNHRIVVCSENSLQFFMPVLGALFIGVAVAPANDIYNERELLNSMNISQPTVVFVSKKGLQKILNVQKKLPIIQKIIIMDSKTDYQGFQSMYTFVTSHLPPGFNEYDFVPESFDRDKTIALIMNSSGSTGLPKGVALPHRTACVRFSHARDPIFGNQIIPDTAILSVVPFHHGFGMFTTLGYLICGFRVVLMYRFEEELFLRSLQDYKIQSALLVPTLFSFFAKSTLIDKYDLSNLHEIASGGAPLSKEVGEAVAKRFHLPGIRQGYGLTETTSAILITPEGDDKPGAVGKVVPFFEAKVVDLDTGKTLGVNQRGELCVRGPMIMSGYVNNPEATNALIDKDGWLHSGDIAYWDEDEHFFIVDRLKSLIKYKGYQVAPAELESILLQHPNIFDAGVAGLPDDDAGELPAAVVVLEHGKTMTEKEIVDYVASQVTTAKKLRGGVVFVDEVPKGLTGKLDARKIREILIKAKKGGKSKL
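Firefly luciferase (PKLight detection mix) with 10 uM ATP in pH 7.2 imidazole buffer (KCl, MgCl2, Tween 20, BSA). Compounds tested across a concentration series (qHTS). Luminescence read after 8 min at ambient temperature.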
HBB splice mod: qHTS Assay for Modulators of Hemoglobin Beta Chain Splicing. Potency, µM (top dose mostly 46.1 µM), without a hit: at the highest dose activation, hits mostly activators. hit rate 0.06% among 65,000. HBB splicing reporter cell assay, activation; EGFP reporter with mutant IVS2-654 intron; response scale: normalised to 500 nM splice-correcting PNA; further: potency means the concentration at half of the fitted maximal effect; 0% is about no effect
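HeLa cells stably expressing EGFP interrupted by mutant beta-globin intron 2 (IVS2-654), 500/well in 2% FCS. Treated with compound for 2 days at 37C. Splicing correction scored as total well GFP intensity (488 nm excitation, 500-520 nm emission); 500 nM antisense PNA served as control.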
* = called active by the depositor; i = inactive; ? = inconclusive; / = not tested or not shown; [ ] = another dose, or the depositor's remark. Unless noted, the call rests on the fitted dose curve; in most records, active means well fitted curve in the direction sought with a large enough effect; inconclusive means small, poorly fitted or top-dose-only effect, or another doubt; inactive means no such curve, though single readings can be large; an effect the other way counts as inactive or inconclusive. This is a subset, so the mix of outcomes need not match the whole.

SMILES	Texas Red fluor	Epigenetic mod	Hsp90 Hop PPI	CRE Fsk mod	HBB splice mod	4-MU autofl	Fluorescein fluor	ERK AVP inh	UbGFP stabilizer	A350 fluor	FLuc inh
COc1ccccc1CNC(=O)COC(=O)c1ccc(S(=O)(=O)N2CCCC2)cc1	i	0.0%	-1.7%	-2.6%	0.4%[57.5 µM]	i	i	-11.1%	1.0%	i	-0.3%
CCn1c(Cc2ccccc2)nnc1SCC(=O)Nc1cc(C)on1	?	0.0%	-3.4%	7.3%	-1.3%	i	?	-19.1%	1.3%	?	0.3%
Cc1cc(NS(=O)(=O)c2ccc(NC(=O)CCc3ccccc3)cc2)no1	i	1.3%	-2.8%	-13.6%	-0.6%	i	?	-29.0%	0.4%	?	-0.7%
COc1ccc(N2C(=O)NC3CC2(C)Oc2ccc(Cl)cc23)cc1OC (stereo unspecified)	i	-2.3%	-11.1%	1.5%	-1.4%	i	i	5.0%	4.2%	?	0.1%
CCOc1ccc(NC(=O)CCC(=O)OC)cc1	/	0.0%	-6.8%	3.3%	-1.3%	/	/	-17.5%	-1.4%	/	1.6%
Cc1onc(-c2ccccc2Cl)c1C(=O)N1CCc2ccccc21	/	0.1%	0.1%	-9.9%	2.2%	/	/	-14.5%	2.0%	/	2.7%
Cn1nnnc1SCCNCC#Cc1ccccc1	i	2.0%	0.9%	-10.4%	4.4%[1.84 µM]	i	?	4.7%	7.1%	i	1.5%
COc1cc(-c2nnc(SCC(=O)c3ccccc3)o2)cc(OC)c1OC	i	0.0%	-8.2%	?	0.0%	i	i	13.5%	-0.6%	i	2.3%
COCCN1Cc2cccc(C(=O)NC3CCCCCC3)c2C1=O	i	5.7%	0.1%	13.5%	-1.6%	i	i	10.2%	-5.7%	i	1.2%
CCOc1ccc(OCC)c(NC(=O)CSCC(=O)O)c1	i	0.0%	-0.6%	11.6%	2.3%	i	?	-2.9%	-3.9%	i	-5.2%
CCCn1c(CNC(=O)c2cccs2)nc2ccccc21	/	/	-3.1%	-12.7%	0.2%	/	/	/	-8.9%	/	-1.0%
O=C(CN1C(=O)c2ccccc2C1=O)Nc1ccccc1F	/	3.4%	-1.5%	-5.8%	0.7%	/	/	8.9%	2.6%	/	0.1%
Cc1cccc2cc(COC(=O)c3cccnc3)c(=O)[nH]c12	i	4.3%	-3.3%	-1.9%	9.2%[0.369 µM]	i	i	-14.4%	-0.3%	i	0.1%
Cc1cccc2cc(C(c3nnnn3CC3CCCO3)N3CCCc4ccccc43)c(=O)[nH]c12 (stereo unspecified)	i	2.7%	-4.8%	0.2%	/	i	i	-17.1%	2.5%	i	-1.3%
O=C1c2ccccc2C(=O)N1c1ccc(S(=O)(=O)N2CCN(c3ccccc3)CC2)cc1	i	-1.0%	-3.6%	-2.3%	0.4%[57.5 µM]	i	i	-4.5%	0.7%	i	0.6%
CCN1CCN(CCCNC(=O)C(NC(=O)C2CCC(C)CC2)C(C)C)CC1 (stereo unspecified)	i	0.0%	-3.0%	?	-4.0%	i	i	-20.1%	2.4%	i	0.6%
COCCN(C(=O)CCC(=O)Nc1cccnc1)C(C(=O)NC1CCCCC1)c1ccccc1 (stereo unspecified)	?	-1.0%	1.2%	-9.6%	-1.2%	i	i	2.0%	2.0%	i	2.3%
Cc1cccc(OCCCC(=O)O)c1	?	1.2%	1.2%	?	-3.5%	i	i	5.7%	-3.1%	?	1.6%
CCS(=O)(=O)N1CCC(C(=O)NCCc2ccc(C)cc2)CC1	i	-0.5%	1.9%	-2.8%	-0.1%	i	i	13.2%	-4.8%	i	0.6%
CN1CCN(/C(=N\O)c2nonc2N)CC1	i	1.9%	-1.4%	-4.6%	/	i	i	3.6%	3.2%	i	0.5%
CCOC(=O)c1sc2nc(CC(=O)OC)nc(NCc3ccco3)c2c1C	i	5.3%	-3.3%	10µM*	1.3%	i	?	4.9%	4.8%	?	-4.1%
COC(=O)C1=C(C)NC2=C(C(=O)c3ccccc32)C1c1ccc(-c2ccc(C(=O)O)cc2)o1 (stereo unspecified)	i	-2.7%	-26.6%	0.398µM*	0.2%	i	i	25.1µM*	-4.7%	i	-3.1%
CCCN(CCC)CCNC(=O)C1CCCN(S(=O)(=O)c2ccc3c(c2)oc(=O)n3C)C1 (stereo unspecified)	i	0.0%	-0.3%	0.9%	5.5%	?	i	-19.8%	0.0%	?	-0.7%
O=C(c1ccco1)N1CCC2(CC1)CCN(C(c1ccccc1)c1ccccc1)CC2	i	6.8%[9.22 µM]	-10.7%	-12.3%	0.7%	i	?	?	4.8%	i	-2.0%[11.4 µM]
O=C(NCc1ccncc1)c1cccc(Cn2cc(Br)cn2)c1	?	0.0%	-3.9%	-3.4%	-0.6%	i	i	6.0%	-3.6%	i	0.3%
COc1ccc(C(=O)COC(=O)CSCc2c(C)noc2C)cc1OC	i	2.3%	-3.4%	?	-3.3%	i	?	?	-0.9%	i	-3.6%
C=CCN(CC=C)c1nc2ccccc2nc1C(C#N)C(=O)OC(C)C (stereo unspecified)	i	0.0%[20.6 µM]	/	/	/	3.08e-07M*	?	/	/	3.63e-07M*	4.1%[25.5 µM]
O=C(c1ccc(N2CCCC2=O)cc1)N1CCN(c2ccccc2)CC1	i	0.5%	-1.2%	-2.9%	-0.1%[57.5 µM]	?	?	4.1%	4.0%	?	1.4%
Cc1cccc(OCc2n[nH]c(=S)o2)c1	?	-2.3%	-5.5%	-23.2%	-0.9%	i	?	?	-2.9%	i	-1.6%
Fc1ccc(CSc2nnc(-c3cccs3)o2)cc1	i	0.0%	13.4%	0.0%	-0.1%[57.5 µM]	i	i	61.8%[activator]	-1.3%	i	-3.3%
CCCCn1c(=O)[nH]c(=O)c2c1nc(COC(=O)c1c(C)noc1C)n2CCC	i	-2.3%	?	?	0.7%	?	?	-18.8%	-3.9%	1.49e-08M*	5.1%
CCC(=O)Nc1nonc1-c1nc2ccccc2n1N(C(=O)CC)C(=O)CC	i	4.1%	0.4%	-4.4%	1.0%	i	i	4.3%	-1.3%	i	1.6%
O=C(c1ccc(F)cc1)N1CCN(Cc2ccccc2Br)CC1	i	0.0%	-3.8%	-3.0%	0.6%	i	i	-10.7%	4.0%	i	0.1%
O=C(NCCN1CCCC1)C1(S(=O)(=O)c2ccc(Cl)cc2)CC1	i	2.4%	-3.9%	-3.6%	-0.5%	i	i	7.5%	4.7%	i	0.1%
COC(=O)c1ccc2c(c1)NC(=O)C(N1CCCC1)S2 (stereo unspecified)	i	2.1%	-0.5%	?	-0.1%[57.5 µM]	i	?	-18.2%	3.4%	i	-5.9%
COC(=O)N1CCC[C@@]2(CCN(C(=O)NC(C)C)C2)C1	i	6.8%[9.22 µM]	-7.6%	3.2%	3.5%	i	i	-5.6%	-0.9%	i	-1.3%[11.4 µM]
Cc1cc(C)nc(N2CCN(c3ncnc4c3cnn4Cc3ccc(Cl)cc3Cl)CC2)n1	i	2.1%	-3.6%	7.2%	4.2%[0.369 µM]	?	i	-27.2%	/	?	1.6%
CC(C)n1nnnc1C(c1ccc(F)cc1)N1CCN(C2CCCC2)CC1 (stereo unspecified)	i	2.3%	-2.3%	3.7%	0.0%[57.5 µM]	i	i	-9.2%	1.1%	i	-0.1%
CCOc1ccc(CSC(CC(=O)O)C(=O)O)cc1 (stereo unspecified)	i	2.6%[20.6 µM]	/	/	/	i	i	/	/	i	1.9%[25.5 µM]
COCCN(CCOC)c1cc(C)c(C#N)c2nc3ccccc3n12	?	0.0%	2.1%	?	6.3%[1.84 µM]	1.22e-06M*	?	8.5%	-0.7%	8.97e-07M*	-5.0%
O=C(CSc1nnc(COc2ccccc2)o1)N1CCN(c2ccccc2)CC1	i	5.7%	-1.6%	-11.5%	-0.8%	i	i	1.1%	1.5%	i	0.9%
OC(COc1ccc2ccccc2c1)CN1CCOCC1 (stereo unspecified)	i	2.7%	1.5%	-2.4%	1.4%[57.5 µM]	i	i	3.1%	0.0%	i	2.0%
